hcDAF-12 act: H. contortus DAF-12 nuclear receptor activators, primary screen, cell-based, luminescence, HEK293, lit1-tk-luc reporter; HEK293 hcDAF-12 lit1-tk-luc reporter; 0% DMSO, 100% Δ7-dafachronic acid; activation, % at 6.8 µM; 1.4% of 370,000 active; AID 652067, 2013;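 active = activation above the mean of all tested compounds plus 3 SD, cut at about 5.5% in these data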;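 note: 100% = response to 3 µM Δ7-dafachronic acid high control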
DAX1 inh-1: DAX1 (NR0B1) inhibitors, primary screen, cell-based, HEK293, Gal4-DAX1, luciferase luminescence; 0.99% of 340,000 active; HEK293 Gal4-DAX1 luciferase reporter; inhibition, % at 6.75 µM; Nuclear receptor subfamily 0 group B member 1 (Homo sapiens), P51843; AID 504766, 2011;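 active = inhibition above the mean over all tested compounds plus 3 SD, cut at about 4.2% in these data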;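 note: 0% = DAX1-transfected cells with DMSO and 100% = empty-vector control cells with DMSO; inhibition shows as a rise in luminescence from relieved DAX1 repression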
DAX1 inh-2: DAX1 (NR0B1) inhibitors on StAR promoter, primary screen, cell-based, luminescence, SF-1 (NR5A1), full-length DAX-1 | HEK293T StAR-luciferase reporter, SF-1/DAX-1 repression relief | inhibition, % at 6.8 µM | AID 652010, 2013 | 1.1% of 370,000 active;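 active = inhibition above the mean over all tested compounds plus 3 SD, cut at about 3.6% in these data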;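 note: 0% = DAX-1 cells with DMSO and 100% = cells lacking DAX-1 with DMSO; higher inhibition means more luminescence from relief of DAX-1 repression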
PLCg1 inh: PLC-gamma1 enzyme inhibitors, primary screen, biochemical, fluorescence, purified enzyme; fluorogenic substrate; AID 720700, 2013; 0.84% of 370,000 active; inhibition, % at 12.2 µM; in the data active = inhibition above about 9.5%
HGIII-sPLA2 inh: human group III sPLA2 inhibitors, primary screen, biochemical, QFRET, BODIPY PC-A2 liposome substrate; 0.56% of 370,000 active; QFRET BODIPY PC-A2 liposome hydrolysis, fluorescence; Group 3 secretory phospholipase A2 (Homo sapiens), Q9NZ20; inhibition, % at 12.2 µM;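 active = inhibition above mean plus 3 SD of compounds lying within the high and low control bounds, cut at about 19% in these data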;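 note: 0% = median of test compound wells and 100% = no enzyme DMSO wells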
ADAM17 inh: ADAM17 inhibitors, primary screen, biochemical, QFRET | Disintegrin and metalloproteinase domain-containing protein 17 (Homo sapiens), P78536 | recombinant ADAM17, EDANS/DABCYL FRET peptide cleavage | inhibition, % at 6.95 µM | 0.83% of 370,000 active | AID 720648, 2013;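 active = inhibition above the mean of compounds lying between control limits plus 3 SD, set per campaign, cut at about 8.5% in these data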;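 note: 0% = DMSO-only wells as the low control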
PLC-beta3 inh: human PLC-beta3 inhibitors, primary screen, biochemical, fluorescence | Purified PLC-beta3, fluorogenic substrate | inhibition, % at 12.2 µM | 0.18% of 370,000 active | AID 720704, 2013; in the data active = inhibition above about 11%;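 note: 0% = median of compound wells on plate and 100% = full blocker control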
Target sequence (Q01970 whole entry, looked up): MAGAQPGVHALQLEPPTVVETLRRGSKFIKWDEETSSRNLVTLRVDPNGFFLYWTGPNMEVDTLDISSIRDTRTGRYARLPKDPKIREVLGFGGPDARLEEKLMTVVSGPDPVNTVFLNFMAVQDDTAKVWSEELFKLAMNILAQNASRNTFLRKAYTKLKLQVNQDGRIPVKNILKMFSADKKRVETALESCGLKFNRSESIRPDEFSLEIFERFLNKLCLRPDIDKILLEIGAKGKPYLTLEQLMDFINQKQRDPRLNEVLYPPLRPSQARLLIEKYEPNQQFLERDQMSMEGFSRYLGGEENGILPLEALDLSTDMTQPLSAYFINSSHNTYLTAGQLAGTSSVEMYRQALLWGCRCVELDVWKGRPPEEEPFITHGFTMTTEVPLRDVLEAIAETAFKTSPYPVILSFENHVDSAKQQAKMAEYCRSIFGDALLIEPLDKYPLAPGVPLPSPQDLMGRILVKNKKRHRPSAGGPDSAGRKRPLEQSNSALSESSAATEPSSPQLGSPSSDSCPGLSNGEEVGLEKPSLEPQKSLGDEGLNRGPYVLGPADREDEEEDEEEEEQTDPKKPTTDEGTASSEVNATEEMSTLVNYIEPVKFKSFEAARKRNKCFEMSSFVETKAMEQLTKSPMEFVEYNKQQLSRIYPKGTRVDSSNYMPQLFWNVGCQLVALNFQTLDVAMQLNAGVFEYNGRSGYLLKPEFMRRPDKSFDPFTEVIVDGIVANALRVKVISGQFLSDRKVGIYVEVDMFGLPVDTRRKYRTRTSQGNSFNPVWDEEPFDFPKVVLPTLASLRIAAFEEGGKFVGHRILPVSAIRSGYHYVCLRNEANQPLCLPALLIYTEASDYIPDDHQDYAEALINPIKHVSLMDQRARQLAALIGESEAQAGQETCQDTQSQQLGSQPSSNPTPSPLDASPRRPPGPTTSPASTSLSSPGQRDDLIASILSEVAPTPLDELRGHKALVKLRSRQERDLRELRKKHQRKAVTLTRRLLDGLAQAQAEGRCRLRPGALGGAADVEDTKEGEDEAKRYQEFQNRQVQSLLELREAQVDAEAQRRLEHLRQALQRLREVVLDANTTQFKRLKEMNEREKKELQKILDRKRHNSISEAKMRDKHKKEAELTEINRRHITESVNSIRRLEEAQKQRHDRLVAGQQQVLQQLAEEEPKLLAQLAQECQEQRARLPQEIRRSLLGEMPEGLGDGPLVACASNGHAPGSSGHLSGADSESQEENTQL
FXN GAA850 act: FXN promoter activators, primary screen, cell-based, luciferase luminescence, HEK293 lucGAA850 | HEK293 lucGAA850 FXN promoter luciferase reporter, 24 h; percent of 10 µM SAHA response | activation, % at 6 µM | 0.56% of 360,000 active | AID 540364, 2011;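 active = activation above the average of all compounds screened plus 3 SD, cutoff fixed separately per campaign, cut at about 7.5% in these data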;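 note: 0% = DMSO wells and 100% = 10 µM SAHA wells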
ssDAF-12 act: S. stercoralis DAF-12 nuclear receptor activators, primary screen, cell-based, luminescence, HEK293, GRIP1 co-expression, lit1-tk-luc; Nuclear hormone receptor DAF-12 (Strongyloides stercoralis); HEK293 ssDAF-12/GRIP1 lit1-tk-luc reporter; % of 3 µM dafachronic acid response; activation, % at 6.8 µM; 1% of 370,000 active; AID 652126, 2013;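 active = activation above the mean over all tested compounds plus 3 SD, cut at about 0.9% in these data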;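 note: 0% = DMSO-only wells and 100% = 3 µM delta7-dafachronic acid wells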
hgDAF-12 ag: H. glycines DAF-12 receptor agonists, primary screen, cell-based, luminescence, HEK293, GAL4 fusion, UAS-luciferase; HEK293 GAL4-hgDAF12 UAS-luciferase reporter, agonist luminescence; normalized to butyrate control; Nuclear hormone receptor DAF-12 (Heterodera glycines), GAL4 fusion; 1.8% of 370,000 active; activation, % at 6.8 µM;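 active = activation above a cutoff set at the mean of all screened compounds plus 3 SD, cut at about 10% in these data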;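 note: 0% = DMSO wells and 100% = sodium butyrate wells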
ADAM10 inh: human ADAM10 inhibitors, primary screen, biochemical, QFRET, HTS. 0.62% of 370,000 active. inhibition, % at 7 µM. AID 720582, 2013. recombinant ADAM10, EDANS/DABCYL FRET peptide cleavage, 3 h;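 active = inhibition above a per-campaign cutoff equal to the mean of compounds falling between control-based bounds plus 3 SD, cut at about 20% in these data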;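 note: 0% = DMSO wells while the 100% control is not disclosed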
The depositor's hits bear a star.

What do the screens show for `O=C(N1CCCCC1)N1CCN(S(=O)(=O)c2cccc([N+](=O)[O-])c2)CC1`?
hcDAF-12 act: -1.1; DAX1 inh-1: 0.1; DAX1 inh-2: 0.1; PLCg1 inh: -1; HGIII-sPLA2 inh: 4; ADAM17 inh: -1; PLC-beta3 inh: 2; FXN GAA850 act: -1.6; ssDAF-12 act: -1.2; hgDAF-12 ag: 1.2; ADAM10 inh: -4

Results for CCn1c2ccccc2c2nnc(SCC(=O)Nc3ncccn3)nc21 ?
hcDAF-12 act: -1.0; DAX1 inh-1: -1.0; DAX1 inh-2: 0.9; PLCg1 inh: -1; HGIII-sPLA2 inh: 5; ADAM17 inh: -1; PLC-beta3 inh: 0; FXN GAA850 act: -0.4; ssDAF-12 act: -0.9; hgDAF-12 ag: 1.0; ADAM10 inh: -2

Results for c1ccc(-n2ncc3c(N4CCCCC4)ncnc32)cc1 ?
hcDAF-12 act: 1.8; DAX1 inh-1: -3.5; DAX1 inh-2: 1.0; PLCg1 inh: 1; HGIII-sPLA2 inh: -4; ADAM17 inh: -1; PLC-beta3 inh: 1; FXN GAA850 act: -8.0; ssDAF-12 act: -1.4; hgDAF-12 ag: 0.4; ADAM10 inh: -2

How did CCOC(=O)C1=C[C@]2(CC)CCCN3CCc4c(n1c1ccccc41)[C@@H]32 do in these assays?
hcDAF-12 act: 1.6; DAX1 inh-1: 0.5; DAX1 inh-2: -1.6; PLCg1 inh: -132; HGIII-sPLA2 inh: 0; ADAM17 inh: -31; PLC-beta3 inh: -161; FXN GAA850 act: -0.7; ssDAF-12 act: -1.0; hgDAF-12 ag: 1.2; ADAM10 inh: -102

What do the screens show for `C/C(=N\NC(=O)C1COc2ccccc2O1)c1cc2ccccc2o1` (centres undefined)?
hcDAF-12 act: 0.2; DAX1 inh-1: 0.5; DAX1 inh-2: -0.1; PLCg1 inh: 2; HGIII-sPLA2 inh: -3; ADAM17 inh: 0; PLC-beta3 inh: 1; FXN GAA850 act: 1.8; ssDAF-12 act: -1.4; hgDAF-12 ag: 1.0; ADAM10 inh: 0

What do the screens show for `CCOC(=O)c1c(C)[nH]c(C(=O)NCc2ccccn2)c1C`?
hcDAF-12 act: -0.4; DAX1 inh-1: 1.1; DAX1 inh-2: 4.1*; PLCg1 inh: 2; HGIII-sPLA2 inh: 7; ADAM17 inh: -7; PLC-beta3 inh: -10; FXN GAA850 act: 2.5; ssDAF-12 act: -0.5; hgDAF-12 ag: 5.3; ADAM10 inh: -13

What do the screens show for `COc1ccccc1/C=C/c1nc(S(=O)(=O)c2ccccc2)c(N(C)C)o1`?
hcDAF-12 act: 0.1; DAX1 inh-1: 0.3; DAX1 inh-2: -1.4; PLCg1 inh: -19; HGIII-sPLA2 inh: 3; ADAM17 inh: -30; PLC-beta3 inh: -31; FXN GAA850 act: -1.3; ssDAF-12 act: -0.7; hgDAF-12 ag: -0.2; ADAM10 inh: -88

What do the screens show for `Nc1cc(=O)c2[nH]cnc2[nH]1`?
hcDAF-12 act: -0.1; DAX1 inh-1: 1.1; DAX1 inh-2: 0.8; PLCg1 inh: 3; HGIII-sPLA2 inh: 5; ADAM17 inh: -4; PLC-beta3 inh: 0; FXN GAA850 act: 0.4; ssDAF-12 act: -1.6; hgDAF-12 ag: -0.2; ADAM10 inh: -9

How did Cc1c(C)n(CCCN(C)C)c2ncnc(Nc3ccc(F)cc3)c12 do in these assays?
hcDAF-12 act: 2.7; DAX1 inh-1: -0.7; DAX1 inh-2: 0.0; PLCg1 inh: -6; HGIII-sPLA2 inh: 2; ADAM17 inh: -6; PLC-beta3 inh: -15; FXN GAA850 act: 1.4; ssDAF-12 act: -0.6; hgDAF-12 ag: 2.7; ADAM10 inh: -5

What do the screens show for `Cc1ccccc1OCC(=O)Nc1ccc2c(c1)ncn2C`?
hcDAF-12 act: 0.1; DAX1 inh-1: 3.1; DAX1 inh-2: 4.8*; PLCg1 inh: -3; HGIII-sPLA2 inh: -1; ADAM17 inh: -5; PLC-beta3 inh: -71; FXN GAA850 act: 1.5; ssDAF-12 act: 0.1; hgDAF-12 ag: 7.0; ADAM10 inh: -5

How did CCC(Sc1ncccn1)C(=O)Nc1cc(C)on1 (centres undefined) do in these assays?
hcDAF-12 act: -0.7; DAX1 inh-1: 1.1; DAX1 inh-2: 0.1; PLCg1 inh: 3; HGIII-sPLA2 inh: 5; ADAM17 inh: -4; PLC-beta3 inh: 1; FXN GAA850 act: -1.3; ssDAF-12 act: -0.9; hgDAF-12 ag: -1.6; ADAM10 inh: -5

What do the screens show for `CCN1CCN(CC(=O)N2c3ccccc3CC2C)CC1` (centres undefined)?
hcDAF-12 act: -1.4; DAX1 inh-1: -0.2; DAX1 inh-2: -0.2; PLCg1 inh: 2; HGIII-sPLA2 inh: 7; ADAM17 inh: 2; PLC-beta3 inh: 6; FXN GAA850 act: -0.4; ssDAF-12 act: -1.6; hgDAF-12 ag: 3.6; ADAM10 inh: 4

How did CCn1c(SCc2ccc(C(=O)OC)o2)nnc1-c1c[nH]c2ccccc12 do in these assays?
hcDAF-12 act: 1.1; DAX1 inh-1: 0.1; DAX1 inh-2: -1.2; PLCg1 inh: 3; HGIII-sPLA2 inh: -9; ADAM17 inh: 2; PLC-beta3 inh: 1; FXN GAA850 act: -0.9; ssDAF-12 act: -1.0; hgDAF-12 ag: 1.9; ADAM10 inh: 2

How did COC(=O)c1ccccc1OC(=O)c1cc[n+]([O-])cc1 do in these assays?
hcDAF-12 act: 0.6; DAX1 inh-1: 0.7; DAX1 inh-2: 0.1; PLCg1 inh: 1; HGIII-sPLA2 inh: 0; ADAM17 inh: -2; PLC-beta3 inh: 0; FXN GAA850 act: 2.1; ssDAF-12 act: -1.3; hgDAF-12 ag: 1.7; ADAM10 inh: -3

How did Cc1ccc2c(c1)N(CC(=O)Nc1c(C)cccc1C)C(=O)c1cccnc1O2 do in these assays?
hcDAF-12 act: -0.3; DAX1 inh-1: 0.5; DAX1 inh-2: -1.3; PLCg1 inh: 1; HGIII-sPLA2 inh: 5; ADAM17 inh: -4; PLC-beta3 inh: -1; FXN GAA850 act: -1.5; ssDAF-12 act: -0.9; hgDAF-12 ag: 1.6; ADAM10 inh: -3

Results for Cc1cccc(-c2nnc(SCC(=O)Nc3ccc(OCc4ccccc4)cc3)n2Cc2ccco2)c1 ?
hcDAF-12 act: -3.5; DAX1 inh-2: -2.0; PLCg1 inh: 8; HGIII-sPLA2 inh: -6; ADAM17 inh: 4; PLC-beta3 inh: 2; ssDAF-12 act: -2.0; hgDAF-12 ag: -2.1; ADAM10 inh: 11

Results for CC1C(=O)Nc2ccccc2N1C(=O)c1cccc(C(F)(F)F)c1 (centres undefined) ?
hcDAF-12 act: -1.6; DAX1 inh-1: -0.2; DAX1 inh-2: 0.0; PLCg1 inh: 13*; HGIII-sPLA2 inh: 7; ADAM17 inh: 4; PLC-beta3 inh: -3; FXN GAA850 act: 2.1; ssDAF-12 act: -2.1; hgDAF-12 ag: -0.1; ADAM10 inh: 0

How did Cc1ccc(-c2csc(NC(=O)c3cnccn3)n2)cc1C do in these assays?
hcDAF-12 act: -1.8; DAX1 inh-1: 0.9; DAX1 inh-2: 0.3; PLCg1 inh: 1; HGIII-sPLA2 inh: -7; ADAM17 inh: 4; PLC-beta3 inh: -2; FXN GAA850 act: 1.1; ssDAF-12 act: -0.7; hgDAF-12 ag: -0.1; ADAM10 inh: 2

What do the screens show for `CSc1ncccc1C(=O)OCC(=O)N1CCN(S(=O)(=O)c2ccc(C)cc2C)CC1`?
hcDAF-12 act: -0.7; DAX1 inh-1: -0.1; DAX1 inh-2: 1.1; PLCg1 inh: 2; HGIII-sPLA2 inh: 4; ADAM17 inh: -3; PLC-beta3 inh: -6; FXN GAA850 act: 1.1; ssDAF-12 act: -0.7; hgDAF-12 ag: -0.1; ADAM10 inh: -6

How did Cn1c(SCC(=O)c2ccc3c(c2)OCCO3)nnc1C1CC1 do in these assays?
hcDAF-12 act: 0.5; DAX1 inh-1: 0.3; DAX1 inh-2: 1.3; PLCg1 inh: 3; HGIII-sPLA2 inh: -6; ADAM17 inh: 2; PLC-beta3 inh: -1; FXN GAA850 act: -0.4; ssDAF-12 act: -1.2; hgDAF-12 ag: 2.2; ADAM10 inh: 7

Results for Cc1nc2ccccc2c(=O)n1/N=C/c1ccc(F)cc1 ?
hcDAF-12 act: -0.7; DAX1 inh-1: -0.3; DAX1 inh-2: -0.2; PLCg1 inh: 5; HGIII-sPLA2 inh: -5; ADAM17 inh: -1; PLC-beta3 inh: -7; FXN GAA850 act: 2.4; ssDAF-12 act: -1.5; hgDAF-12 ag: 0.4; ADAM10 inh: -6

How did CC(C)NC(=O)Nc1ccc2c(c1)C(=O)N([C@@H](C)CO)C[C@H](C)[C@H](CN(C)S(=O)(=O)c1ccccc1)OCCCC[C@H](C)O2 do in these assays?
hcDAF-12 act: -1.0; DAX1 inh-1: -1.3; DAX1 inh-2: 0.0; PLCg1 inh: -2; HGIII-sPLA2 inh: -9; ADAM17 inh: 0; PLC-beta3 inh: -3; FXN GAA850 act: -3.2; ssDAF-12 act: -1.7; hgDAF-12 ag: -2.6; ADAM10 inh: -9

How did Cc1ccc(C(c2sc3nc(C)nn3c2O)N2CCN(CCO)CC2)cc1 (centres undefined) do in these assays?
hcDAF-12 act: -0.2; DAX1 inh-1: -0.2; DAX1 inh-2: 0.4; PLCg1 inh: -1; HGIII-sPLA2 inh: 2; ADAM17 inh: -1; PLC-beta3 inh: 2; FXN GAA850 act: -1.9; ssDAF-12 act: -0.5; hgDAF-12 ag: 1.5; ADAM10 inh: 6

Results for O=C(CCC(=O)c1cccs1)c1cccs1 ?
hcDAF-12 act: 3.7; DAX1 inh-1: 3.7; DAX1 inh-2: 2.9; PLCg1 inh: -1; HGIII-sPLA2 inh: 8; ADAM17 inh: -5; PLC-beta3 inh: 0; FXN GAA850 act: 3.4; ssDAF-12 act: -0.2; hgDAF-12 ag: 12*; ADAM10 inh: -2

Compound activity as filed in PubChem.
